Source: PubChem BioAssay
Dengue virus CPE = antivirals protecting cells from dengue CPE – CPE readout, HTS (AID 540333). Dengue virus CPE inhibition in host cells; stronger effect = higher value. actives 3.1% (n = 10,000). CPE inhibition, % at 20 µM; in the data active = CPE inhibition mostly above about 9.1%, no sharp cut-off; inactive = mostly below about 7.2%
* = called active by the depositor; i = inactive. Some of the compounds tested; the hit share may differ from the screen's.

Cc1ccccc1-n1c(O)c(/C=N/Nc2nc3c(c(=O)n(C)c(=O)n3C)n2C)c(=O)[nH]c1=S
  Dengue virus CPE: 0.3
COC(=O)C1=C(c2ccc(Cl)c(C(F)(F)F)c2)C[C@@H]2CC[C@H]1N2C(=O)NCCOc1ccccc1Cl
  Dengue virus CPE: i
c1ccc(-c2[nH]c(-c3ccccc3)[n+](CC3CO3)c2-c2ccccc2)cc1 (stereo not given)
  Dengue virus CPE: 16.7*
CCOC(=O)c1nc2ccccc2c(=O)n1-c1ccc(C)cc1C
  Dengue virus CPE: i
O=C(NCc1cccnc1)C(Cl)(Cl)Cl
  Dengue virus CPE: 0.0
COc1ccc(N/N=C/c2c(O)n(-c3ccc(C)c(C)c3)c(=O)[nH]c2=O)cc1
  Dengue virus CPE: 0.0
Nc1c([N+](=O)[O-])cc(F)c(N2CCNCC2)c1Br
  Dengue virus CPE: 2.9
Cc1ccc2c(CN3CC=C(c4ccccc4)CC3)cc(=O)oc2c1C
  Dengue virus CPE: 0.9
COC(=O)C1=C(c2ccc(F)cc2F)C[C@@H]2CC[C@H]1N2C(=O)NCc1ccc(F)cc1
  Dengue virus CPE: 2.7
CC1(C)N=C(c2ccccc2)[C@@H]2C(c3ccc([N+](=O)[O-])cc3)N21 (stereo not given in full)
  Dengue virus CPE: 0.8

Three compounds out of the list, arranged by length of the SMILES, smallest number first.
Nc1c([N+](=O)[O-])cc(F)c(N2CCNCC2)c1Br
  Dengue virus CPE: 2.9
CCOC(=O)c1nc2ccccc2c(=O)n1-c1ccc(C)cc1C
  Dengue virus CPE: i
COC(=O)C1=C(c2ccc(F)cc2F)C[C@@H]2CC[C@H]1N2C(=O)NCc1ccc(F)cc1
  Dengue virus CPE: 2.7

Returning to the listing with the three entries that preceded the break.
Cc1ccc2c(CN3CC=C(c4ccccc4)CC3)cc(=O)oc2c1C
  Dengue virus CPE: 0.9
COC(=O)C1=C(c2ccc(F)cc2F)C[C@@H]2CC[C@H]1N2C(=O)NCc1ccc(F)cc1
  Dengue virus CPE: 2.7
CC1(C)N=C(c2ccccc2)[C@@H]2C(c3ccc([N+](=O)[O-])cc3)N21 (stereo not given in full)
  Dengue virus CPE: 0.8
COC(=O)C1=C(c2ccc(F)cc2F)C[C@@H]2CC[C@H]1N2C(=O)NC(C)C
  Dengue virus CPE: i
CN1CN=C(N[N+](=O)[O-])N(Cc2ccco2)C1
  Dengue virus CPE: i
CCc1ccc(/C=C(/C#N)C(N)=S)cc1
  Dengue virus CPE: 1.2
O=C1/C(=C/c2ccc3c(c2)OCO3)N2CCC1CC2
  Dengue virus CPE: i
CCCOP(=O)(OCCC)C(NC(=O)c1ccccc1)=C(Cl)Cl
  Dengue virus CPE: 0.9
COC(=O)C1=C(c2cccc(C#N)c2)C[C@@H]2CC[C@H]1N2C(=O)NC1Cc2ccccc2C1
  Dengue virus CPE: 0.3
Cn1c(O)c(C=Nc2ccccc2Sc2ccccc2)c(=O)n(C)c1=O
  Dengue virus CPE: i
COc1ccccc1N1C(=O)NC(=O)/C(=C/c2ccc3c4c(cccc24)CC3)C1=O
  Dengue virus CPE: 2.3
CN1CCN(c2ccc([N+](=O)[O-])c(NCc3ccco3)c2)CC1
  Dengue virus CPE: 2.4
